Compound activity (PubChem BioAssay)
HSF1 inhib = HSF1 inhibitors in luciferase reporter cells, primary screen, cell-based, NIH3T3, luminescence; NIH3T3-HGL HSE-luciferase, MG132-induced, luminescence 8 h; hits give low values; activity change, negative = inhibition, % at 7.5 µM (by protocol); 300,000 compounds, 0.77% hits;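 active = more than half of replicate wells show activity change below -50%, luminescence cut by over half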;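 also: luciferase reports HSF-1 transcriptional activity via heat shock element; 0% = median of DMSO wells and -100% = zero luminescence signal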
HSF-1 act = HSF-1 activators, primary screen, NIH3T3-HGL cells, MG132 stress, luminescence, single point; AID 504408, 2011; NIH3T3-HGL HSF-1 luciferase reporter, 8 h; 100% = twice DMSO control signal; activation, % at 9 µM; 300,000 compounds, 1.7% hits;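 active = mean replicate activation of at least 50% with a set share of replicates each reaching 50%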;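 also: 0% = median of the neutral control wells and 100% = twice that signal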
Dyrk1A ADPGlo = rat Dyrk1A kinase inhibitors, primary screen, biochemical, single point, plate reader | 310,000 compounds, 0.43% hits | inhibition, % at 12.5 µM | AID 504441, 2011 | ADP-Glo luminescence, NFATc1 peptide; in the data active = inhibition above about 50%;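 also: plate controls were vehicle with enzyme for no effect and no enzyme for full effect; many of its hits are not listed in these tables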
Platelet DG rel = inhibitors of platelet dense granule secretion, primary screen, cell-based, MLPCN, human platelets. human platelet-rich plasma, SFLLRN dense granule ATP release, luminescence. inhibition, %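 (compounds screened at 7.5 µM in platelet-rich plasma)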. 300,000 compounds, 0.22% hits. AID 1663, 2009;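 active = mean replicate score, as percent of positive control, at or above 50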
KLF5 inh = KLF5 expression inhibitors, primary screen, DLD-1 cells, luminescence. DLD-1 KLF5 promoter-luciferase reporter. inhibition, % at 5 µM. 290,000 compounds, 0.23% hits. AID 1700, 2009;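 active = inhibition above a per-plate limit of that plate's mean compound inhibition plus 3 SD, cut at about 60% in these data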;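 also: 0% = DMSO wells and 100% = LY294002 at 200 µM; higher means less KLF5 promoter-driven luciferase light; inactives centre near -14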
IEC-6 cytotox = cytotoxicity in IEC-6 intestinal epithelial cells, primary screen, cytotoxicity control for KLF5 inhibitor project, cell-based, luminescence; 290,000 compounds, 0.78% hits; AID 1825, 2009; inhibition, % at 5 µM; IEC-6 cytotoxicity, luminescence viability; in the data active = inhibition above about 22%;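 also: 0% = plate median of test compound wells and 100% = cytotoxic reference compound wells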
GSK3beta inhib = human GSK3beta kinase inhibitors, primary screen, biochemical, cell-free homogeneous, HTS; Glycogen synthase kinase-3 beta (Homo sapiens), P49841; GST-GSK3beta kinase, ADP-Glo luminescence, 60 min; hits give low values; activity score (negative = inhibition), % at 10 µM; 300,000 compounds, 0.038% hits; AID 2097, 2009;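 active = more than half of replicate wells score below -50%, meaning over 50% inhibition versus plate controls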;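 also: 0% = median DMSO wells and -100% = median GW8510 positive control wells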
Target sequence (P49841 whole entry, looked up): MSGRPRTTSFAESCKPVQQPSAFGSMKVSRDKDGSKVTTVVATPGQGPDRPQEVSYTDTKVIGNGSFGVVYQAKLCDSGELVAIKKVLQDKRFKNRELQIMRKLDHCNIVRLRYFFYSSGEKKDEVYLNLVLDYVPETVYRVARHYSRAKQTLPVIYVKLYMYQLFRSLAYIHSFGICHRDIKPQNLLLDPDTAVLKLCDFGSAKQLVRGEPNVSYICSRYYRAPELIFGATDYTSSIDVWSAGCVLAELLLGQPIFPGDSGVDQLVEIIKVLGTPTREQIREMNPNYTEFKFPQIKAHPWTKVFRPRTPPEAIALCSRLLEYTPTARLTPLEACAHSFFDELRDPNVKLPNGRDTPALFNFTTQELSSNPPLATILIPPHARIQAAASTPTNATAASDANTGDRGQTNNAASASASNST
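Test system: GST-fused GSK3beta enzyme, cell-free | Quantity: 1.6 ng GST-GSK3beta enzyme per well | Reagent: 25 µM ATP with peptide substrate | Schedule: 60 min enzyme reaction, room temperature | Signal: Luminescent ADP-Glo measurement of ADP formed | Read-out basis: Score relative to plate controls | Control set: DMSO and 20 µM GW8510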
HSP90 inh = HSP90 inhibitors, primary screen, cell lysate, luminescence. Heat shock protein HSP 90 (rabbit reticulocyte lysate; luciferase refolding). Rabbit reticulocyte lysate, luciferase refolding luminescence, 3 h. inhibition, % at 5.6 µM. 290,000 compounds, 0.91% hits. AID 1789, 2009;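 active = inhibition above the screen-wide mean plus 3 SD, computed separately per campaign, cut at about 16% in these data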;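 also: 0% = DMSO wells and 100% = 60 µM geldanamycin wells; inhibitors lower the luminescence because luciferase stays unfolded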
GSK3A inh = blockers of GSK3A enzyme activity – biochemical, luminescence, cell-free homogeneous, HTS, primary screen. Glycogen synthase kinase-3 alpha (Homo sapiens), P49840. GSK-3 alpha kinase, ADP-Glo luminescence, 60 min. 320,000 compounds, 0.1% hits. inhibition, % at 10 µM. AID 2650, 2010;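 in the data active = inhibition above about 50%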;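 also: GST-tagged GSK-3 alpha with peptide substrate and 25 µM ATP; 0% = DMSO neutral wells and 100% = GW8510 positive control wells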
Target sequence (P49840 whole entry, looked up): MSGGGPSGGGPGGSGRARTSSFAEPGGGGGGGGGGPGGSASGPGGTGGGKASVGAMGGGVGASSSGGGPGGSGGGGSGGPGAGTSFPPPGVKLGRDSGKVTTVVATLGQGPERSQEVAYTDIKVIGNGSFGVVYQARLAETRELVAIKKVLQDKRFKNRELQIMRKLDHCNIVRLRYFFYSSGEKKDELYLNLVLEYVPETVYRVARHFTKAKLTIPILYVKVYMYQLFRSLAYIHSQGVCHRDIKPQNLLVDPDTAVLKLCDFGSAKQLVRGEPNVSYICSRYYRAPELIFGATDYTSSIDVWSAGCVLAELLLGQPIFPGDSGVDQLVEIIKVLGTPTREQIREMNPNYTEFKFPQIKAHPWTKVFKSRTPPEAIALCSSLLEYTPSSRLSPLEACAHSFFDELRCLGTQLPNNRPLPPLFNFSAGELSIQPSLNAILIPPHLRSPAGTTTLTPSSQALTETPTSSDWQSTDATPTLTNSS
aSyn UTR inh = MLPCN primary screen, SNCA 5' untranslated region; alpha-synuclein 5'UTR reporter, inhibitor activity; inhibition, % (tested at 7.5 µM); 300,000 compounds, 0.82% hits; AID 1813, 2009; in the data active = inhibition above about 60%;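 also: H4 neuroglioblastoma cells stably carrying SNCA 5'UTR luciferase fusion; 0% = DMSO wells and 100% = positive control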
Numbers without * were called inactive; · = no result given. This is a subset; count on the stated rates, not on these rows.

SMILES,HSF1 inhib,HSF-1 act,Dyrk1A ADPGlo,Platelet DG rel,KLF5 inh,IEC-6 cytotox,GSK3beta inhib,HSP90 inh,GSK3A inh,aSyn UTR inh
COc1ccc(NC(=O)COC(=O)Cc2ccccc2[N+](=O)[O-])cc1OC,-1,10,-2,3,25,-5,1,5,1,-16
COc1cc(NC(=O)c2ccc3c(c2)S(=O)(=O)N=C2CCCCCN23)cc(OC)c1,-8,1,11,-2,·,·,-3,·,-2,10
Cc1c(O)c2c(=O)n(-c3ccccc3)c(-c3ccccc3)cc2oc1=O,-12,-4,-3,12,-45,-4,4,0,1,17
COc1ccc(C(=O)Nc2cc(C)nn2-c2cccc(F)c2)cc1OC,0,6,1,5,-11,2,0,4,1,12
CCOc1ccc(C(=O)Nc2cnn(Cc3ccc(Cl)c(Cl)c3)c2)cc1,5,6,-3,-14,21,15,1,-1,-1,24
CCCN1CCCC[C@H]1C(=O)Nc1c(C)cccc1C,4,3,17,-1,·,·,1,·,-7,8
CCc1noc(C)c1C(=O)OCC(=O)NC(=O)c1ccccc1,-4,15,-2,7,-28,2,0,3,-2,-1
CCCCn1c(=NC(=O)c2ccco2)c(C(=O)OCC)cc2c(=O)n3cccc(C)c3nc21,5,16,0,-12,9,0,2,-4,3,-3
CC(=O)c1cccc(NC(=S)N2c3ccccc3CC2C)c1 (stereo not drawn),12,26,-3,-2,-2,-6,1,0,-3,-7
CC(=O)c1ccc(OCc2cc(C(=O)N(C)Cc3ncc(C)[nH]3)no2)cc1,-1,-3,9,-7,-40,0,0,-7,2,-15
CCN(CC)C(=O)CN1CCN(Cc2ccc3c(c2)OCO3)CC1,-3,2,-2,-2,3,-2,1,7,-3,6
COc1ccccc1NC(=O)CCC(=O)O,-1,-12,1,3,-9,2,3,-1,-5,6
CCOC(=O)N1CCN(c2c(NCc3ccccn3)c(=O)c2=O)CC1,-1,-1,3,-14,-2,3,-4,1,3,16
Cc1cc(C)n2nc(C(=O)NCc3ccccc3)nc2n1,-8,12,6,-5,-38,1,-1,0,11,-21
Cc1cc(Br)ccc1NC(=O)c1ccccc1-c1ccccc1,-14,-7,-6,-13,-24,1,4,2,-1,-24
CCN1CCN(CCC(=O)Nc2ccccc2OC)CC1,-13,-16,5,-4,15,1,-2,1,0,10
O=C(/C=C/c1ccc(S(=O)(=O)N2CCOCC2)cc1)NC(=S)NCCCn1ccnc1,3,3,-5,1,-4,4,1,3,-2,9
Fc1ccc(Br)cc1/C=N/N1CCN(c2ccccc2)CC1,10,9,-3,-6,-29,4,0,-1,-4,-39
Cc1c(Br)c([N+](=O)[O-])nn1CC(=O)Nc1cccc2nonc12,2,23,·,-4,-30,0,2,0,-10,12
Cc1nnc(SCC(=O)NC2CCCCC2)n1C1CCCCC1,-1,-8,-7,-9,-9,0,3,1,-1,7
COC(=O)COc1ccsc1C(=O)OC,-7,-9,4,7,-15,-2,5,-2,0,4
COc1ccc(NC(=O)c2ccc3nc[nH]c3c2)c(OC)c1,-9,3,1,3,-10,-3,4,-3,-2,-8
Cn1c(-c2ccc(F)cc2)cnc1SCC(=O)N1CCCc2ccccc21,6,20,1,-3,-14,-2,-20,-1,-1,20
O=S(=O)(Cc1ccccc1)N1CCN(Cc2ccccc2)CC1,1,0,5,4,-8,-4,2,4,-5,-1
COc1ccc(C(=O)N2CCCC(Nc3ccc(C(C)C)cc3)C2)c(OC)n1 (stereo not drawn),-3,6,-6,-1,-16,-2,5,3,-1,15
O=C(NC1CCCCC1)C(c1cccnc1)N(C(=O)c1ccc(Cl)nc1)C1CCCCC1 (stereo not drawn),4,10,0,-1,-7,0,1,0,-2,-1
CCOC(=O)c1[nH]c2ccc(F)cc2c1NC(=O)CCN1CCOCC1,3,-16,2,6,3,-4,3,-2,0,-1
CCC(C)(C(=O)NC1CCCCC1)N(C(=O)Cc1cccs1)c1ccccc1 (stereo not drawn),0,-8,-2,-7,6,2,4,-1,-1,-7
O=C(c1ccc2c(=O)n(Cc3ccc4c(c3)OCO4)c(=O)[nH]c2c1)N1CCN(c2ccccc2)CC1,-1,7,-5,-1,-44,-6,-5,-3,-1,-2
CC(=O)c1c(C(C)=O)c(C)n(C2CCCCC2)c1C,-14,-15,-6,2,-7,3,0,-2,-4,-8
Cc1cc(SCC(=O)N/N=C/c2ccc(O)c(O)c2)c(C)cc1Br,41,63*,-7,-1,-16,-2,-3,-3,-1,0
C=C1SC(=Nc2c(C)cc(C)cc2C)N(C(=O)c2sc3ccccc3c2Cl)C12CCCCC2,-3,38,-3,-1,2,-6,3,1,-1,21
CC(C)(C)NC(=O)C(=O)NCc1ccccn1,8,7,5,-3,-18,-2,1,-3,-2,-27
O=C1c2ccccc2NC(c2ccccc2)N1NS(=O)(=O)c1ccccc1 (stereo not drawn),-3,-1,-1,-1,-28,2,-2,4,-3,-25
Cc1c(Cl)ccc2sc(NC(=O)c3ccco3)nc12,26,31,5,1,-163,11,0,-1,0,-199
CCOC(=O)c1cc(C)nc(S(C)(=O)=O)c1C#N,10,3,2,9,-52,-4,-1,0,-5,-14
COc1ccc(C2CC(c3cccs3)=NN2C(=O)CSc2nncn2C)cc1OC (stereo not drawn),6,19,-2,-5,-17,5,0,2,-2,3
COc1ccc(S(=O)(=O)N2CCN(C(=O)c3cccnc3)CC2)cc1OC,-4,-10,-2,0,-21,-6,0,-3,4,-1
O=c1[nH]cnc2c1C(c1ccc(Cl)cc1)c1c(nc[nH]c1=O)O2,0,-19,10,7,-29,-2,-1,0,3,3
COC(=O)C1=CN(C)C=C(C(=O)OC)C1c1ccc(O)c(OC)c1,-5,11,16,5,7,0,-1,-1,-4,32
Nc1nonc1-c1noc(N2CCCCC2)n1,6,22,3,-2,-67,6,-7,7,-1,-51
COc1ccccc1C(C)NCC(=O)NCc1ccc(C)cc1 (stereo not drawn),7,2,1,10,1,-7,-1,-2,-1,16
O=C(CSc1cccc[n+]1[O-])Nc1ccc(N2CCOCC2)cc1,0,0,·,2,-39,-1,1,2,7,-8
CCCN(CCC)S(=O)(=O)c1cccc(C(=O)Nc2ccc3c(c2)OCO3)c1,-2,-9,2,1,33,3,2,0,-3,-8
O=C(c1ccc(Cl)c(S(=O)(=O)N2CCCCCC2)c1)N1CCN(CCO)CC1,-5,1,-6,-2,-4,-2,0,3,4,13
CN1CCN(c2oc(-c3ccccc3Cl)nc2S(=O)(=O)c2ccccc2)CC1,0,9,-2,14,-8,-1,4,2,2,-9
CCN(CC)C(=O)CSCC(=O)Nc1ccccc1,-22,-22,-5,-6,-37,0,1,2,-4,0
O=C(Cn1nnc2ccccc21)c1ccc(Cl)cc1,9,28,5,6,-18,-2,-1,-1,-4,-47
CSCCC(NC(=O)C1CCC(C)CC1)C(=O)Nc1ccc(NC(C)=O)cc1 (stereo not drawn),-3,7,-5,3,-11,-4,3,-1,-3,-3
CC(C)Cn1c(N)c(C(=O)COC(=O)c2cnccn2)c(=O)n(C)c1=O,5,-12,14,1,·,·,-1,·,-2,0
Cc1c(C(=O)NC(=S)Nc2ccc(N3CCOCC3)cc2)cccc1[N+](=O)[O-],-5,0,2,1,3,-2,0,1,-6,-31
COc1ccccc1NS(=O)(=O)c1cc(NC(=O)c2sccc2C)ccc1N1CCCC1,-3,-2,-5,8,-1,-2,2,-2,0,-7
Cc1nc2ccccc2c2oc(C(=O)NCc3ccccn3)cc12,21,52*,1,-7,-10,1,0,8,2,14
COc1cc(Cl)c(C)cc1NC(C)C(=O)Nc1cc(C(F)(F)F)ccc1N1CCOCC1 (stereo not drawn),8,-6,-3,9,-11,0,1,3,4,29
C/C(=N\N=c1/sc2ccccc2n1C)c1ccccn1,14,0,36,-3,-91,8,-2,-5,0,-122
Nn1c(CSc2nc3ccccc3o2)nnc1CSc1nc2ccccc2o1,·,·,5,·,-19,-4,·,9,-3,·

Later entries
SMILES,HSF1 inhib,HSF-1 act,Dyrk1A ADPGlo,Platelet DG rel,KLF5 inh,IEC-6 cytotox,GSK3beta inhib,HSP90 inh,GSK3A inh,aSyn UTR inh
CC1CN(C(=S)SCCN2C(=O)CCC2=O)CC(C)O1 (stereo not drawn),-5,-7,-2,0,4,1,1,2,1,16
Nc1nc2ccccc2n1CCOc1ccccc1Cl,1,-2,5,-2,-20,11,-2,2,-2,14
CN(CC(=O)NCCc1ccccc1)S(=O)(=O)c1ccc(Br)s1,-12,-10,0,-4,-5,2,-5,1,5,15
CCCCN(CCCNC(=O)c1ccc2nc(N3CCOCC3)sc2c1)Cc1ccccc1,9,-12,7,3,-34,-4,1,1,0,-35
C#Cc1ccc(CN2CCC(Oc3cc(C(=O)NC4CC4)ccc3OC)CC2)cc1,-6,-23,-2,5,1,10,-4,4,·,13
O=C(NCCCN1CCOCC1)c1ccc2c(=O)n(CCc3ccccc3)c(=O)[nH]c2c1,2,-1,6,-1,-30,1,2,5,-2,-20
CC/C(=N\Nc1ccccc1[N+](=O)[O-])c1ccc(O)cc1,-15,-27,33,7,-41,2,0,6,2,-90
CCCCOC(=S)NC(=O)c1sc2ccccc2c1Cl,-1,15,-5,-3,-18,6,-5,0,-2,-50
CC(C)Cn1c(CCC(=O)O)ccc1-c1cccs1,9,40,-1,0,-35,-2,4,0,-3,-25
CCOC(=O)NC(=O)CSc1nc2ccc([N+](=O)[O-])cc2[nH]1,2,30,-1,0,-4,2,-5,4,0,-16
CCn1c(SCC(N)=O)nc2ccccc2c1=O,-8,4,5,7,-11,3,2,3,-2,12
Cc1nn(C(C)C(=O)NCC2CCCO2)c(C)c1[N+](=O)[O-] (stereo not drawn),0,-11,-3,-3,-12,-2,2,0,-3,1
COC(=O)C1C(=O)C2=C(CC1C)NC(C)=C(C(=O)OC1CCCCC1)C2c1ccc(N(C)C)cc1 (stereo not drawn),-8,-8,3,1,-14,-2,-3,2,-2,21
N=c1c2c3c(sc2nc2n1CCCCC2)CCCCC3,·,·,-3,·,-29,1,·,1,-1,·
